# Screens as filed in PubChem.
# hIAP act: increases human intestinal alkaline phosphatase activity. P09923. purified human IAP, CDP-Star luminescence, 30 min; stronger effect = higher value; 1 = vehicle-only enzyme, 0 = enzyme-free background. activation factor at 10 µM. 330,000 compounds, 0.16% hits. AID 2524;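 active means activation factor of the enzyme at least 2-fold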; further: the source names both 10 and 20 µM as test concentration; values of inactives mirror those of a sister screen read the other way
# A3A deaminase: inhibitors of human APOBEC3A DNA deaminase | AID 493011 | 330,000 compounds, 0.41% hits | recombinant A3A, FAM/TAMRA ssDNA deamination fluorescence | P31941 | inhibition, % at 20 µM;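 active means at least 40% inhibition at 20 µM here, with at most 30% in a related deaminase screen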;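 further: plate controls were A3A with DMSO for no effect and wells lacking A3A enzyme for full effect; some results filed as inactive read as strong as hits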
# Target sequence (P31941 whole entry, looked up): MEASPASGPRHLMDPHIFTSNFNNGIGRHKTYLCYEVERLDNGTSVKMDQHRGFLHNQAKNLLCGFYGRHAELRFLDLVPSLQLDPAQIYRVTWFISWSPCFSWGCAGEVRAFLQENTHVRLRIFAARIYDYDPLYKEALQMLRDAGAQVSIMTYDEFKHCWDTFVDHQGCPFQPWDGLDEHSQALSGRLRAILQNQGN
# MIN6 prolif: inducers of beta-cell replication in MIN6 cells; proliferation, % at 10 µM; 330,000 compounds, 0.29% hits; AID 2380; MIN6 cells proliferation, ATPlite luminescence, 48 h; cells starved in 0.2% serum; 100% = growth in 10% serum;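 active means compounds whose signal lies at least 3.5 SD above the mean of all wells on their plate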;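 further: 0% = DMSO-treated cells in low-serum medium and 100% = 10% serum control; some compounds called inactive have numbers as strong as hits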
# MPTP block: blocks calcium-induced mitochondrial swelling. isolated mouse mitochondria, Ca2+ swelling absorbance, 30 min. inhibition, % at 10 µM. 360,000 compounds, 1.4% hits. AID 602449;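 active means inhibition of 50% or more, scaled per plate between neutral and stimulator controls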;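 further: 0% = DMSO wells given calcium and 100% = 1 mM EGTA wells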
# mIAP block: mouse IAP inhibition. purified mouse IAP, CDP-Star luminescence, 30 min. inhibition, % at 10 µM. 330,000 compounds, 0.2% hits. AID 2806;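 active means inhibition of at least 40% at 10 µM in the primary screen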;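 further: plate controls were DMSO with enzyme for no effect and no enzyme wells for full effect; values of inactives mirror those of a sister screen read the other way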
# A3G deaminase: inhibitors of human APOBEC3G DNA deaminase | recombinant A3G, ssDNA deamination FAM/TAMRA fluorescence | AID 493012 | inhibition, % at 20 µM | Q9HC16 | 330,000 compounds, 0.28% hits;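 active means inhibition of at least 40% at 20 µM, with no more than 30% in the related APOBEC3A deaminase screen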;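 further: plate controls were DMSO wells with A3G for no effect and wells lacking A3G enzyme for full effect; some compounds called inactive have numbers as strong as hits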
# Target sequence (Q9HC16 whole entry, looked up): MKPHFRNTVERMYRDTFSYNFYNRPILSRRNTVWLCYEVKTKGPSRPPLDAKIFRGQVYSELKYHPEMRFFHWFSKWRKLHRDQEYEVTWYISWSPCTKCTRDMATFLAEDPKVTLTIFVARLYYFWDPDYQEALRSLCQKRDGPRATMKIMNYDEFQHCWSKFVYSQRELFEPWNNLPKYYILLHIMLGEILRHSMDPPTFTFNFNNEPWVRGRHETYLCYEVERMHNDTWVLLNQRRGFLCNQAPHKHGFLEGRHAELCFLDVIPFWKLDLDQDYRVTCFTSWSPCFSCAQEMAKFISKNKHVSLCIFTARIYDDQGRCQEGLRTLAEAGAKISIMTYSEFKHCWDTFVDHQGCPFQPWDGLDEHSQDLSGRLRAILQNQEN
# hIAP block: human IAP inhibition; P09923; purified IAP, CDP-Star luminescence, 30 min; inhibition, % at 10 µM; 330,000 compounds, 0.12% hits; AID 2544;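 active means inhibition reaching a set limit with compound at 10 µM in the primary screen, cut at about 35% in these data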;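 further: plate controls were DMSO wells with enzyme for no effect and no-enzyme buffer wells for full effect; values of inactives mirror those of a sister screen read the other way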
# GRIN3A LBD mod: modulates the human NR3A ligand-binding domain. 340,000 compounds, 2.5% hits. NR3A LBD differential scanning fluorimetry, Tm shift; 0% = protein alone, 100% = glycine-bound protein. Tm shift relative to glycine control, % at 25 µM;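 active means melting temperature shift of at least 10% of the positive control shift, at one fixed dose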
# mIAP activ: mouse IAP activation. 330,000 compounds, 0.24% hits. muIAP, CDP-Star luminescence, 30 min; stronger effect = higher value; 1 = vehicle-only enzyme signal, 0 = enzyme-free wells. activation factor at 10 µM;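 active means activation factor of at least 2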; further: the source names both 10 and 20 µM as test concentration; values of inactives mirror those of a sister screen read the other way
#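 Assay system: mouse IAP enzyme; reagent: chemiluminescent substrate CDP-Star; dosing: test compounds delivered from DMSO solution; schedule: 30 min at room temperature; measured by: luminescence from enzymatic CDP-Star hydrolysis; controls: DMSO-only wells and no-enzyme negative control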
# An asterisk follows results filed as active; . = no result given.
SMILES,hIAP act,A3A deaminase,MIN6 prolif,MPTP block,mIAP block,A3G deaminase,hIAP block,GRIN3A LBD mod,mIAP activ
COc1cccc(/C=N/NC(=O)C(=O)NCc2ccco2)c1O,0.914,-4.3,-1.2,-0.5,-7.1,-6.4,8.6,-0.3,1.07
CNC(=O)C12CC3CC(CC(Cl)(C3)C1)C2,0.9,0.5,0.0,1.3,7.2,-4.6,10.0,3.0,0.928
CC(Cc1nnc(N)s1)c1ccccc1 (stereo unspecified),0.946,-2.8,-0.8,0.4,0.8,4.6,5.4,0.5,0.992
COc1ccc(Cc2nc3ccc(C(=O)N(C)Cc4cc(C)[nH]n4)cc3o2)cc1OC,1.11,-7.5,-0.5,0.2,4.8,-7.9,-10.8,-0.7,0.952
CN(CC(=O)Nc1cccc(F)c1)C(=O)c1cc([N+](=O)[O-])ccc1N1CCCCC1,0.936,1.6,-4.4,0.3,-4.5,0.2,6.4,-11.5,1.04
Cc1ccc(C)c(NC(=O)CNS(=O)(=O)c2ccccc2)c1,1.13,-10.0,-2.2,-0.6,-2.6,-4.8,-13.2,-1.1,1.03
Cc1ccc(OCC(=O)N2CCCC(CCC(=O)N(C)CCc3ccccn3)C2)cc1 (stereo unspecified),0.957,0.8,0.2,0.9,4.5,-0.5,4.3,-0.3,0.955
O=C(O)c1nc(N2CCOCC2)nc(N2CCOCC2)n1,1.07,-0.1,1.2,-2.0,-0.6,0.6,-6.8,0.8,1.01
Cc1ccc(NC(=O)CC2S/C(=N/c3nccs3)N(C)C2=O)cc1C (stereo unspecified),0.905,-0.1,2.5,2.0,3.2,0.8,9.5,-2.1,0.968
Cc1n(Cc2ccccc2)c2cc([N+](=O)[O-])ccc2[n+]1Cc1ccccc1,0.94,-1.8,3.1,0.2,-5.7,-2.0,6.0,4.0,1.06
Cc1ccccc1-c1c(C)oc2cc(O)ccc2c1=O,1.07,-4.4,-1.9,2.9,-6.3,-6.0,-6.6,1.1,1.06
Cc1ccc(NS(=O)(=O)c2c(C)nc3sccn3c2=O)cc1C,1.14,-3.5,-0.4,-2.4,6.7,-5.9,-13.8,0.8,0.933
NCCc1nnc(SCc2c(Cl)cccc2Cl)o1,1.19,3.6,-2.5,0.1,-5.2,1.4,-19.1,1.4,1.05
CCOc1ccc(CCNC(=O)CCc2nnc3ccc(N4CCCC4)nn23)cc1OCC,0.868,-0.9,-1.8,-1.8,1.2,1.4,13.2,-0.2,0.988
Cc1ccc(N(CC(=O)NCC2CCCO2)C(=O)CNS(=O)(=O)c2ccc(Cl)cc2)cc1 (stereo unspecified),0.938,-5.5,0.2,-0.1,-7.0,-11.8,6.2,-2.2,1.07
Cc1occc1C(=O)Nc1ccc2c(c1)OCCO2,1.14,-5.1,-2.3,0.5,-1.5,-8.5,-13.7,0.2,1.01
Cc1ccc(C(C)C)c(OCC(=O)Nc2ccccc2N2CCN(C)CC2)c1,0.91,-3.1,-4.2,83.1*,4.9,-8.2,9.0,-6.8,0.951
COc1ccc(NS(=O)(=O)c2ccc(C)c(C(=O)NNC(=O)c3csc(N4CCOCC4)n3)c2)cc1,1.66,-2.3,-1.6,-0.9,14.1,-11.3,-65.7,0.9,0.859
COc1ccc(-c2ccc3c(c2)S(=O)(=O)c2cccc(C(=O)NCc4cc(C)oc4C(F)(F)F)c2C3=O)cc1OC,0.874,0.5,-1.7,0.1,9.4,-8.3,12.6,-8.8,0.906
CCCN(CCC)Cc1c(C(=O)N/N=C/CCc2ccccc2)nnn1-c1nonc1N,0.82,-2.1,-1.5,-2.3,10.6,-7.4,18.0,-8.2,0.894

# Entries of single compounds as entered above:
# `Cc1occc1C(=O)Nc1ccc2c(c1)OCCO2` as listed: hIAP act = 1.14; A3A deaminase = -5.1; MIN6 prolif = -2.3; MPTP block = 0.5; mIAP block = -1.5; A3G deaminase = -8.5; hIAP block = -13.7; GRIN3A LBD mod = 0.2; mIAP activ = 1.01
# `CCOc1ccc(CCNC(=O)CCc2nnc3ccc(N4CCCC4)nn23)cc1OCC` as listed: hIAP act = 0.868; A3A deaminase = -0.9; MIN6 prolif = -1.8; MPTP block = -1.8; mIAP block = 1.2; A3G deaminase = 1.4; hIAP block = 13.2; GRIN3A LBD mod = -0.2; mIAP activ = 0.988
# `Cc1ccccc1-c1c(C)oc2cc(O)ccc2c1=O` as listed: hIAP act = 1.07; A3A deaminase = -4.4; MIN6 prolif = -1.9; MPTP block = 2.9; mIAP block = -6.3; A3G deaminase = -6.0; hIAP block = -6.6; GRIN3A LBD mod = 1.1; mIAP activ = 1.06

# Returning to the listing with the two entries that preceded the break.
SMILES,hIAP act,A3A deaminase,MIN6 prolif,MPTP block,mIAP block,A3G deaminase,hIAP block,GRIN3A LBD mod,mIAP activ
COc1ccc(-c2ccc3c(c2)S(=O)(=O)c2cccc(C(=O)NCc4cc(C)oc4C(F)(F)F)c2C3=O)cc1OC,0.874,0.5,-1.7,0.1,9.4,-8.3,12.6,-8.8,0.906
CCCN(CCC)Cc1c(C(=O)N/N=C/CCc2ccccc2)nnn1-c1nonc1N,0.82,-2.1,-1.5,-2.3,10.6,-7.4,18.0,-8.2,0.894
COc1ccc(C2(c3ccc(OC)cc3)NC(=O)N(CC(=O)N3CCOCC3)C2=O)cc1,0.904,-3.5,3.6,0.2,7.8,-6.2,9.6,-2.5,0.922
O=C(NCCCNCc1ccccc1)c1ccc(/C=N/O)nc1,1.26,0.1,-0.4,0.4,-12.3,-1.9,-26.3,-0.3,1.12
C=CCOc1cccc(C2C(C(=O)c3cc4ccccc4o3)=C(O)C(=O)N2c2cc(C)on2)c1 (stereo unspecified),0.991,-5.3,-6.2,1.1,17.6,-6.4,0.9,-7.5,0.824
CCOc1cccc(SCc2noc(C(=O)NC(C)C)c2C(=O)O)c1,1.07,-9.6,-1.7,.,-8.1,-12.5,-7.1,-1.0,1.08
Cc1nn(CC(=O)NCc2ccccc2)c(C)c1[N+](=O)[O-],1.04,-1.0,-5.3,-2.4,0.2,-1.5,-4.1,0.8,0.998
COc1ccc(C(=O)Nc2ccc3[nH]ccc3c2)cc1OC,1.18,-6.4,-4.1,1.7,-1.1,-6.9,-17.5,-21.1,1.01
Cc1ccc(C(C(=O)NC(C)(C)C)N(Cc2cccnc2)C(=O)C(=O)NC2CCCCC2)o1 (stereo unspecified),1.03,4.9,3.6,-0.5,3.4,-6.4,-3.2,2.1,0.966
N#CCn1c(Cc2ccccc2)nc2ccccc2c1=O,1.16,-1.8,-0.6,-0.4,1.4,3.6,-15.8,1.1,0.986
COCCCn1c(SCC(=O)N2CCOCC2)nnc1-c1ccco1,0.903,-3.2,4.3,-0.1,12.9,-7.2,9.7,-0.1,0.871
COc1ccccc1NC(=O)NC(=O)c1ccccc1,1.01,-5.9,-1.4,1.0,7.1,-10.4,-0.8,0.0,0.929
CCc1nc(N)c(C#N)c(-c2cccc3ccccc23)c1C,0.908,1.0,0.6,0.7,-1.6,0.6,9.2,1.7,1.02
O=C(C(=O)N1CCc2ccccc2C1)c1cn(CC(=O)N2CCOCC2)c2ccccc12,0.977,-0.5,-1.7,1.3,1.6,-4.7,2.3,-1.6,0.984
CC(C)COC(=O)C1C(=O)CC(C)(O)C(C(=O)OCC(C)C)C1c1cccnc1 (stereo unspecified),1.19,0.0,2.3,0.4,-1.8,-2.6,-18.7,0.4,1.02
COc1ccc(NC(=O)CCCn2c(=O)c3sccc3n(Cc3cccc(C)c3)c2=O)cc1,0.953,0.4,-3.9,-0.7,7.0,-9.5,4.7,-11.1,0.93
CCN(CC)C(=O)c1sc(NC(=O)Cc2ccccc2)c(C#N)c1C,1.1,0.4,-2.3,0.0,-2.3,-0.8,-10.2,-0.7,1.02
O=C(CN(Cc1ccco1)C(=O)c1nsc(Cl)c1Cl)NC1CCCCC1,0.982,0.2,-2.4,-2.2,3.3,-4.6,1.8,0.3,0.967
CCOc1ccc(-n2ccc(=O)c(C(=O)O)n2)cc1,1.01,-3.3,1.9,-0.2,3.0,-6.6,-0.9,-1.4,0.97
NS(=O)(=O)c1ccc(NC(=S)Nc2ccn(Cc3cccc4ccccc34)n2)cc1,1.17,2.4,-4.3,-3.9,13.9,10.3,-16.6,-6.2,0.861
CC(C)c1nc(N2CCN(C(=O)c3ccccc3)CC2)c(C#N)c2c1COC(C)(C)C2,1.1,-2.8,-5.6,-0.2,-13.1,-3.1,-9.9,0.8,1.13
CCN(CC)CCC(=O)N1c2ccccc2CCc2ccc(NC(=O)OC)cc21,1.26,-4.3,1.7,0.3,15.1,-6.5,-26.3,-0.9,0.849
COc1cccc(-c2ccc(C#N)c(SCC(=O)NCc3ccco3)n2)c1,0.989,-0.6,-4.2,-0.2,-3.1,-13.0,1.1,3.5,1.03
CC1(C)Cc2cccc(OCC(=O)Nc3nccs3)c2O1,1.08,-0.2,1.9,1.4,6.4,-0.8,-7.8,1.7,0.936
CCCCCCCC(=O)O,1.01,-0.3,1.5,-0.6,7.7,0.4,-1.5,-4.5,0.923
COc1ccccc1N(Cc1ccccc1)S(=O)(=O)c1cccc(C(=O)Nc2cccc(C)n2)c1,1.18,2.5,-5.8,-1.5,6.5,-7.3,-18.0,-4.0,0.935
O=C(Nc1ccccc1)c1ccc(Br)c(S(=O)(=O)Nc2cccnc2)c1,1.15,-9.1,0.2,1.3,-9.1,-9.6,-15.3,-6.8,1.09
C/C(=N\NC(=O)COc1ccc(C(C)(C)C)cc1)c1cc2ccccc2o1,0.916,-1.0,-5.6,3.2,12.4,-0.9,8.4,-5.1,0.876
O=C1c2ccccc2C(=O)N1CC(O)COCc1ccccc1 (stereo unspecified),0.927,-3.9,-0.6,-0.4,-7.7,-7.5,7.3,-0.1,1.08
C=CCn1c(CCNC(=O)c2ccco2)nc2ccccc21,0.974,-4.1,1.8,-0.1,-6.1,-1.9,2.6,-2.8,1.06
CN(CC(=O)Nc1ccc(Cl)cc1)C(=O)CNC(=O)c1ccc2c(c1)OCO2,0.922,-3.8,0.5,-2.7,-2.1,-7.2,7.8,3.1,1.02
FC(F)(F)c1cccc(Cc2noc(CN3CCCC3)n2)c1,1.04,-0.2,0.2,0.6,-2.3,-2.3,-4.5,0.2,1.02
O=C1/C(=C\c2ccco2)CCC/C1=C\c1ccco1,0.972,87.4*,0.0,2.5,24.8,-3.7,2.8,7.3,0.752
O=C(Cc1ccc(Cl)cc1)N/N=C/c1ccccc1,1.02,-2.8,-2.8,1.6,5.1,-5.8,-2.2,1.8,0.949
CCOc1ccc(N/C=C/C(=O)c2cc(OC)c(OC)c(OC)c2)cc1,1.03,-10.0,0.9,2.2,5.8,-6.3,-2.8,-23.9,0.942
CCOC(=O)CC(NC(=O)c1cccc2c1C(=O)N(Cc1cccnc1)C2)c1ccc(OC(C)C)cc1 (stereo unspecified),0.875,2.4,5.6,-0.3,-0.2,1.5,12.5,-1.1,1
O=C(c1cccs1)N1CCN(Cc2nc3ccccc3c(=O)[nH]2)CC1,1.16,-1.0,-2.4,-3.5,5.1,0.4,-16.1,-1.5,0.949
COc1cc(/C=C/C(=O)OCC(=O)Nc2ccc(C)cc2[N+](=O)[O-])ccc1O,0.818,10.6,-3.3,1.0,2.2,-8.0,18.2,0.3,0.978
CCOc1ccc(NC(=O)Nc2cc(OCC(F)(F)F)cc(OCC(F)(F)F)c2)cc1,0.983,4.3,-5.9,80.4*,-204.4,-2.5,1.7,6.5,3.04*

# Rows are unselected, and some 5% of all compounds hit somewhere here.
